BLM inh = qHTS Assay for Inhibitors of Bloom's syndrome helicase (BLM). RecQ-like DNA helicase BLM (Homo sapiens), P54132. recombinant BLM DNA unwinding, fluorescence dequenching. Potency, µM (doses to about 56.1 µM), without a hit: at the highest dose activity change, negative = inhibition, actives largely listed as inhibitors. 0.2% of 350,000 active. AID 2528, 2010;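 also: plate controls were vehicle for no effect and no enzyme for full effect; nearly all actives have a fitted effect of over 35% in size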
G9a inh = qHTS Assay for Inhibitors of Histone Lysine Methyltransferase G9a. G9a H3K9 monomethylation, AlphaScreen, 2 h. Potency, µM (titrated, usually from 102 µM), without a hit: top-dose activity, negative = inhibition, hits mostly inhibitors. 8.8% of 350,000 active. AID 504332, 2011; also: % is scaled to controls: 0 for no effect and ±100 for the full control effect; nearly all actives have a fitted effect of over 75% in size
Target sequence (Q96KQ7 913-1193 limits assumed): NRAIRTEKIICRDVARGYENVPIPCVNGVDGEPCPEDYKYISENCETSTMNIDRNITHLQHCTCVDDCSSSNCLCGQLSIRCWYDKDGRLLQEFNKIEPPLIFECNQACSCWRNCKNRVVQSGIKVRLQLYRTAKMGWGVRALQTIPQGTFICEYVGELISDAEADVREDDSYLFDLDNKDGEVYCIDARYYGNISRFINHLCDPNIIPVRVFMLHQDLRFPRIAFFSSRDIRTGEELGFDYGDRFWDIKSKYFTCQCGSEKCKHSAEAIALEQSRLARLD
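Readings reflect AlphaScreen signal from monomethyl-H3K9 antibody detection. HMT at 20 nM; substrate b-H3K9 500 nM; cofactor SAM 20 uM; 2 h RT reaction; compounds tested as titrations in qHTS with 15 min preincubation.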
Pin1 inhibitor = qHTS Assay to Find Inhibitors of Pin1 | Pin1 FP peptide displacement, HiFluor488, 10 min | AID 504891, 2011 | 0.009% of 390,000 active | Peptidyl-prolyl cis-trans isomerase NIMA-interacting 1 (Homo sapiens), Q13526 | Potency, µM (titrated, usually from 115 µM), without a hit: at the top dose activity, negative = inhibition, usual class: inhibitors; active = well fitted inhibition curve with a large enough effect in the polarisation, with a control signal flat, not every such curve was filed as active; inconclusive = small, poorly fitted or top-dose-only effect, or effect the other way, or a change in a side signal; inactive = no such curve, though single readings can be large or run the other way; the % refers to the polarisation; also: % is scaled to controls: 0 for no effect and ±100 for the full control effect
HP1b binding inh = HTS for Inhibitors of HP1-beta Chromodomain Interactions with Methylated Histone Tails. AID 540317, 2011. Potency, µM (series often up to 114 µM), inactives show top-dose activity change, negative = inhibition, hits mostly inhibitors. 0.56% of 390,000 active. AlphaScreen HP1-beta / biotin-H3K9me3 peptide binding; also: nearly all actives have a fitted effect of over 70% in size; inactives centre near 23
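AlphaScreen: HP1-beta (50 nM) preformed 30 min with biotin-H3(1-18)K9me3 peptide (50 nM) in PBS pH 7.4, 0.01% Tween-20. Compound added for 30 min at RT, then streptavidin donor/nickel chelate acceptor beads (10 ug/mL) for 30 min.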
GLS inhibitor = qHTS for Inhibitors of Glutaminase (GLS); Glutaminase kidney isoform, mitochondrial (Homo sapiens), O94925; GLS enzymatic activity, qHTS titration; Potency, µM (doses to about 45.5 µM), for inactives: at the top dose activity change, negative = inhibition, hits mostly inhibitors; 0.21% of 410,000 active; also: % is scaled to controls: 0 for no effect and ±100 for the full control effect
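Read-out is an Amplex red fluorescence increase coupled through glutamate oxidase and HRP, measured before and after 30 min room-temperature incubation. hKGA is in 45 mM KH2PO4 (pH 8.2) with 0.02% Tween-20; glutamine added as 1mM solution.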
Tb PGK inh = qHTS Assay to Find Inhibitors of Phosphoglycerate Kinase; AID 602233, 2012; Potency, µM (top dose mostly 57.5 µM), for the others: at the top dose activity change, negative = inhibition, usual class: inhibitors; Phosphoglycerate kinase, glycosomal (Trypanosoma brucei brucei), P07378; PGK/GAPDH coupled, Kinase-Glo luminescence, 60 min; 0.043% of 380,000 active; also: % is scaled to controls: 0 for no effect and ±100 for the full control effect; nearly all actives have a fitted effect of over 60% in size
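Luminescent ATP detection (Kinase-Glo Plus) follows a 60-minute room-temperature incubation, with wells lacking PGK as controls. Buffer: 100 mM TEA (pH 7.6), 5 mM MgCl2, 0.01% Tween-20. Coupling enzyme GAPDH (100 nM final) supplies unstable 1,3-BPG in-well.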
POLI inh = qHTS for Inhibitors of Polymerase Iota. Pol iota fluorescent replication assay, 10 min. Potency, µM (series often up to 115 µM), for inactives: at the highest dose activity, negative = inhibition, most hits filed as inhibitors. 1% of 390,000 active. AID 588590, 2011
Target sequence (Q9UNA4 whole entry, looked up): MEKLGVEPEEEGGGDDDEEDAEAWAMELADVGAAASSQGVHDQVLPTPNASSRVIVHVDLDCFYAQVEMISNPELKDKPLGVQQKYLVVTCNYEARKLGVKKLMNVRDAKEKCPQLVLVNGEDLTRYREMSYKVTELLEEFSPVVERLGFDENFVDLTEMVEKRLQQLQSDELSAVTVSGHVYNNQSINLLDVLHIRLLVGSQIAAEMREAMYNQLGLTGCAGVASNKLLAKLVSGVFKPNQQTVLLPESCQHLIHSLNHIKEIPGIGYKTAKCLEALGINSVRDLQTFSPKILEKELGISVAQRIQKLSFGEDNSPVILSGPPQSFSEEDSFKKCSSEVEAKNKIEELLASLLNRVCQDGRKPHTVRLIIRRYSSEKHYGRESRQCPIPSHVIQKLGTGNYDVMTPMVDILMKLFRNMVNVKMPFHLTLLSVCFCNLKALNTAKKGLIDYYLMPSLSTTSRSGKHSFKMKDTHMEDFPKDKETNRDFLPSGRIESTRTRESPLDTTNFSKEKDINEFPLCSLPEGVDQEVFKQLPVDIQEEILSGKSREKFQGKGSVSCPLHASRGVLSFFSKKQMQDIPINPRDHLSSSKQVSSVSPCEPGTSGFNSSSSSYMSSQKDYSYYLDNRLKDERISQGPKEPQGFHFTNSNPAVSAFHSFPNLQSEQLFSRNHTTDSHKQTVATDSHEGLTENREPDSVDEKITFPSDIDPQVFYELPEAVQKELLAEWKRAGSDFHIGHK
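Pol iota at 10 nM preincubated 15 min with compounds at room temperature; reaction started with fluorescent substrate, 50 nM final. Fluorescence read kinetically at 0 and 10 min; buffer-only wells as negative control.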
JMJD2A Tudor inh = qHTS Assay for Inhibitors of JMJD2A-Tudor Domain; Lysine-specific demethylase 4A (Homo sapiens), O75164; AlphaScreen JMJD2A-Tudor / H3K4me3 peptide binding; Potency, µM (top dose mostly 114 µM), inactives show at the top dose activity change, negative = inhibition, actives largely listed as inhibitors; 4.4% of 390,000 active; also: % is scaled to controls: 0 for no effect and ±100 for the full control effect; nearly all actives have a fitted effect of over 50% in size
BAZ2B inh = qHTS Assay for Inhibitors of BAZ2B; Bromodomain adjacent to zinc finger domain protein 2B (Homo sapiens), Q9UIF8; Potency, µM (top dose mostly 114 µM), for the others: at the top dose activity change, negative = inhibition, most hits filed as inhibitors; AlphaScreen BAZ2B-H3K14Ac peptide displacement; 4.4% of 360,000 active; also: % is scaled to controls: 0 for no effect and ±100 for the full control effect; nearly all actives have a fitted effect of over 60% in size
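AlphaScreen displacement: compounds (up to 110uM) incubated 30 min at room temperature with a preformed 50 nM BAZ2B/50 nM biotinylated H3K14Ac peptide complex in PBS pH 7.4 with Tween-20. Donor and acceptor beads at 10 ug/mL final added, 20 min light-protected before reading.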
An asterisk follows results filed as active; i = inactive; ? = inconclusive; . = not tested or not shown; & = joins results of further samples; [ ] = dose if it differs, or a comment. Unless noted, calls follow the shape of the dose curve; as a rule, active = well fitted curve in the direction sought with a large enough effect; inconclusive = small, poorly fitted or top-dose-only effect, or another doubt; inactive = no such curve, though single readings can be large; an effect the other way counts as inactive or inconclusive. Potency is read from the fitted curve at half-maximal effect. Only part of the results is shown; rates above refer to the full screens.

BLM inh	G9a inh	Pin1 inhibitor	HP1b binding inh	GLS inhibitor	Tb PGK inh	POLI inh	JMJD2A Tudor inh	BAZ2B inh	canonical_smiles
-7%	5%	20%	32%	1%	1%	-11%	-14%	-7%	O=C(COC(=O)c1ccc(S(=O)(=O)N2CCc3ccccc3C2)cc1)NC(=O)NCc1ccco1
-1%	16%	4%	28%	15%	13%	?	-7%	-4%	COc1cccc(NC(=O)CCC2CCN(C(=O)c3ccc(C(C)=O)s3)CC2)c1
0%	36%[activator]	-3%	22%	4%	6%	2%	1%	3%	COc1ccccc1S(=O)(=O)Cc1ccc(C(=O)NC2CC2)o1
1%	21%[59 µM]	-6%	22%	-1%	-6%	29%	-15%	8%	Cn1c(=O)c2c(ncn2CC(=O)OCC(=O)Nc2ccc(Cl)cc2Cl)n(C)c1=O
-1%	1%	-2%	30%	3%	0%	127%[activator]	-12%	0%	CCN(CC(=O)NCCc1ccc(Cl)cc1)Cc1nc2ccccc2c(=O)[nH]1
-1%	19%[59 µM]	-8%	28%	4%	-10%	3%	-20%	-4%	CC(C)C(NC(=O)c1ccccc1)c1nnc(SCC(=O)Nc2nccs2)n1C (stereo not given)
6%	.	-7%	55%[activator]	-4%	-6%	27%	-2%	9%	Cc1ccc(S(=O)(=O)Nc2cccnc2)c(C)c1C
-4%	-25%[59 µM]	-6%	19%	-10%	0%	?	-7%	1%	Cc1ccc(NC(=O)CCc2nnc3n(C)c(=O)c4sccc4n23)cc1C
2%	17%	-6%	11%	-29%	-9%	75%[activator]	-19%	2%	CCOC(=O)N1CCC(NC(=O)CCCC(=O)O)CC1
.	-10%[0.501 µM]	-2%	17%	-2%	i	?	-16%	5%	COc1ccc([C@H]2CC(=O)C=C(c3cccc(OCc4ccccc4)c3)C2)cc1
-2%	?	-2%	25%	-3%	-6%	17%	8%	4%	CCOC(=O)/C(C(N)=NC)=C(\O)c1ccccc1
0%	.	-12%	17%	26%	-5%	35%[activator]	-19%	21%	CCOc1ccccc1NC(=O)NNS(=O)(=O)c1ccc([N+](=O)[O-])cc1
-7%	5%[59 µM]	-1%	53%	-11%	-2%	28%	-5%	-1%	CCOc1ccc(OCc2ccc(C(=O)OCc3ccccn3)o2)cc1
0%	-2%	0%	77%[activator]	-2%	.	?	4%	-13%	COC(=O)C1SCC2C(=O)N(Cc3cccc(C)c3)CC(=O)N21 (stereo not given)
0%	-5%	1%	25%	4%	-9%	169%[activator]	-17%	-7%	O=C1N=C(N2CCOCC2)S/C1=C\c1cccnc1

Given with tabs: entries from further up
compound	BLM inh	G9a inh	Pin1 inhibitor	HP1b binding inh	GLS inhibitor	Tb PGK inh	POLI inh	JMJD2A Tudor inh	BAZ2B inh
CC(C)C(NC(=O)c1ccccc1)c1nnc(SCC(=O)Nc2nccs2)n1C (stereo not given)	-1%	19%[59 µM]	-8%	28%	4%	-10%	3%	-20%	-4%
Cc1ccc(S(=O)(=O)Nc2cccnc2)c(C)c1C	6%	.	-7%	55%[activator]	-4%	-6%	27%	-2%	9%

(listing goes on)
BLM inh	G9a inh	Pin1 inhibitor	HP1b binding inh	GLS inhibitor	Tb PGK inh	POLI inh	JMJD2A Tudor inh	BAZ2B inh	canonical_smiles
2%	-38%	-7%	46%[activator]	14%	-1%	65%[activator]	2%	10%	CN(C)S(=O)(=O)c1cccc(NC(=O)/C=C/c2ccccc2[N+](=O)[O-])c1
-1%	13%[59 µM]	9%	19%	2%	i	10%	-23%	3%	CC1CCCCN1S(=O)(=O)c1ccc(N(C(=O)c2cnccn2)C(C(=O)NC2CCCC2)c2cccs2)cc1 (stereo not given)
-3%	?	10%	26%	-3%	0%	-14%	-33%	-8%	CC(/C=C/c1ccco1)=N/NC(=O)c1ccccc1Cl
-10%	4%[59 µM]	8%	19%[57 µM]	-13%	i	-7%	-12%	-27%	Cc1csc2nc(-c3cccc(NC(=O)c4cccc(F)c4)c3)cn12
1%	-34%	1%	57%[activator]	-5%	-6%	18%	1%	5%	CC(=O)c1ncnn1CC(=O)c1ccc(Cl)cc1Cl
.	56µM*	-7%	-1%	-6%	-6%	28%	-25%	-3%	CN(C)S(=O)(=O)c1cccc(COC(=O)c2cc([N+](=O)[O-])ccc2N2CCOCC2)c1
0%	-14%	6%	29%	14%	2%	-15%	-7%	-1%	Cc1ccccc1C(=O)OC1CCCN(C)C1 (stereo not given)
1%	30%[59 µM]	2%	67%[activator]	12%	-8%	42%[activator]	18%	23%	O=C(Nc1ccc(Br)cc1)c1cc2nc(-c3ccccc3)cc(-c3ccccc3)n2n1
-1%&-3%	-9%&5%[59 µM]	4%&-1%	32%&36%	0%&6%	-1%	65%&10%[activator]	-6%&-11%	-8%&-3%	CCCCNC(=O)CSc1nc2cc3c(cc2c(=O)n1CCCC(=O)NCCc1ccc(OC)c(OC)c1)OCO3
0%	-5%[59 µM]	0%	17%	-1%	i	-2%	-28%	-6%	CC(C)c1ccc(C(O)c2cnc(C(C)C)n2C)cc1 (stereo not given)
.	10%[2.33 µM]	7%	53%[activator]	-8%	4%	39%[activator]	-10%	8%	CCn1nc(C(=O)N2CCN(Cc3nc4ccccc4s3)CC2)c2ccccc2c1=O
-1%	-21%[59 µM]	6%	40%[activator]	-8%	-8%	23%	-9%	8%[57.1 µM]	CCOc1ccc(CCNC(=O)c2c(C)oc3ncn(CC(C)C)c(=O)c23)cc1
-2%	3%[59 µM]	-3%	61%[activator]	-11%	-5%	7%	13%	0%	COc1ccc(C(=O)Nc2ccccc2N2CCOCC2)cc1Br
-6%	.	-10%	21%	10%	9%	0%	-16%	-8%[57.1 µM]	Cc1ccc([C@@H]2[C@@H]3C(=O)N(C)C(=O)[C@@H]3[C@@H]3C(=O)Nc4ccccc4C(=O)N23)cc1
-2%	85%[activator]	-16%	210%	6%	-7%	11%	113%[activator]	144%[activator]	O=C1c2ccccc2C(=O)N1CCC1=CCCCC1
2%	10µM*	?	61%[activator]	-4%	0%	7%	-13%	20%	Cc1ccsc1C1C=C(c2cccc(Br)c2)Nc2ncnn21 (stereo not given)
2%	-2%[2.33 µM]	-5%	41%[activator]	-13%	-9%	-6%	-18%	16%	O=C1NC2(CCCCCC2)C(=O)N1Cc1ccccc1
0%	-38%[12.7 µM]	1%	46%[activator]	-9%	-4%	3%	2%[11.4 µM]	-12%	CCCc1cc(=O)[nH]c(SCC(N)=O)n1
0%	-13%	3%	36%	-2%	6%	8%	-14%	8%	CCOC(=O)c1ccc(NC(=O)C2CCCN(S(=O)(=O)c3cnc[nH]3)C2)cc1 (stereo not given)
-2%	4µM*	0%	?	-8%	4%	8%	?	-37%	C=CCn1c(O)c(N=Nc2ccccc2C)c2ccccc21
1%	?	-1%	37%[activator]	25%	6%	53%[activator]	-8%	.	CS(=O)(=O)N1CCC(C(=O)N2CCN(Cc3ccccc3)CC2)CC1
-5%	3%	11%	19%	8%	2%	-11%	-3%	-13%	O=C(CN1C(=O)c2ccccc2C1=O)Nc1ccccc1N1CCOCC1
-5%	.	-5%	-2%	1%	-8%	175%[activator]	-27%	?	O=[N+]([O-])c1ccc2nonc2c1Nc1ccccc1
-6%	-2%[59 µM]	5%	38%	-5%	.	-2%	-6%	18%[57.1 µM]	O=C(CCn1cnc2onc(-c3ccc(F)cc3)c2c1=O)Nc1ccc(F)c(Cl)c1
-4%	-37%	-13%	16%	-3%	0%	17%	7%	?	COc1ccc(OC)c2c(N3CC(C)OC(C)C3)cc(C(F)(F)F)nc12 (stereo not given)
-6%	-4%[59 µM]	1%	11%	-7%	.	14%	-13%	-15%	CCC(=O)Nc1ccc2nc(SCc3ccccc3)sc2c1

In the list so far, five contain a furan ring, fused or not.
BLM inh	G9a inh	Pin1 inhibitor	HP1b binding inh	GLS inhibitor	Tb PGK inh	POLI inh	JMJD2A Tudor inh	BAZ2B inh	canonical_smiles
-7%	5%	20%	32%	1%	1%	-11%	-14%	-7%	O=C(COC(=O)c1ccc(S(=O)(=O)N2CCc3ccccc3C2)cc1)NC(=O)NCc1ccco1
0%	36%[activator]	-3%	22%	4%	6%	2%	1%	3%	COc1ccccc1S(=O)(=O)Cc1ccc(C(=O)NC2CC2)o1
-7%	5%[59 µM]	-1%	53%	-11%	-2%	28%	-5%	-1%	CCOc1ccc(OCc2ccc(C(=O)OCc3ccccn3)o2)cc1
-3%	?	10%	26%	-3%	0%	-14%	-33%	-8%	CC(/C=C/c1ccco1)=N/NC(=O)c1ccccc1Cl
-1%	-21%[59 µM]	6%	40%[activator]	-8%	-8%	23%	-9%	8%[57.1 µM]	CCOc1ccc(CCNC(=O)c2c(C)oc3ncn(CC(C)C)c(=O)c23)cc1
